# High-throughput results deposited in PubChem by several laboratories.
# HSF1 activator: increases HSF-1 driven luciferase reporter signal | activation, % at 9 µM | NIH3T3-HGL HSF-1 luciferase reporter, MG132, 8 h; 100% = twice DMSO control signal | actives 1.7% (n = 300,000) | AID 504408;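 active means mean replicate activation of at least 50% with a set share of replicates each reaching 50%; inconclusive means only one of those two conditions met; inactive means mean below 50% and too few replicates reaching it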;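 further: 0% = median of the neutral control wells and 100% = twice that signal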
# IEC-6 cytotox: kills IEC-6 intestinal cells in KLF5 counter-screen; IEC-6 cytotoxicity, luminescence viability; inhibition, % at 5 µM; actives 0.78% (n = 290,000); AID 1825; in the data active means inhibition above about 22%;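 further: 0% = plate median of test compound wells and 100% = cytotoxic reference compound wells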
# SKKanGAS inh: blocks kanamycin growth of S. pyogenes SKKanGAS strain; BacTiter-Glo, 6 h; inhibition, % at 7.5 µM; actives 1.3% (n = 300,000);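 active means mean replicate score, as percent of positive control median, at least 50; inconclusive means mean below 50 but one replicate at or above 50; inactive means mean and every replicate below 50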;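 further: strain carries kanamycin resistance gene driven by streptokinase promoter and grows in 40 µg/ml kanamycin; loss of luminescence reflects streptokinase promoter inhibition or plain growth inhibition; 0% = median of DMSO wells and 100% = positive control at its reference dose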
# aSyn 5UTR inh: 5' untranslated region of α-synuclein, MLPCN primary screen | actives 0.82% (n = 300,000) | inhibition, % (tested at 7.5 µM) | AID 1813 | alpha-synuclein 5'UTR reporter, inhibitor activity; in the data active means inhibition above about 60%; inconclusive means no clear call, values can overlap the other calls;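 further: H4 neuroglioblastoma cells stably carrying SNCA 5'UTR luciferase fusion; 0% = DMSO wells and 100% = positive control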
# HIF act: HIF pathway transcriptional activation; U2OS HRE-luciferase reporter, luminescence; normalized: DMSO 0%, desferrioxamine 100%; activation, % at 7.5 µM (by protocol); actives 0.32% (n = 300,000);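 active means mean activation of at least 10% of the iron chelator positive control signal, with at least half of replicates also reaching 10%; inconclusive means mean and replicate majority disagree about reaching 10%; inactive means mean and most replicates under 10%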
# AI-2 QS mod: modulates the Vibrio harveyi AI-2 quorum sensing system | Vibrio harveyi JMH597 AI-2 luminescence/OD600 ratio, 9 h; active compounds read low; strain lacks LuxN and CqsS sensors; 0 = neutral-control median | activity change, % at 7.5 µM | actives 0.4% (n = 300,000); in the data active means activity change below about -75%, passing the limit was not always enough; inconclusive means no clear call, values can overlap the other calls;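 further: luminescence divided by OD600 gain over 9 h not by final OD600 alone; inactives centre near 13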
# Platelet DG rel: modulates dense granule release in human platelets | human platelet-rich plasma, SFLLRN dense granule ATP release, luminescence | actives 0.22% (n = 300,000) | inhibition, %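 (compounds screened at 7.5 µM in platelet-rich plasma)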 | AID 1663;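 active means mean replicate score, as percent of positive control, at or above 50; inconclusive means mean below 50 but at least one replicate at or above 50; inactive means mean and every replicate below 50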
# HSP90 refold inh: blocks HSP90-mediated luciferase refolding in reticulocyte lysate; Rabbit reticulocyte lysate, luciferase refolding luminescence, 3 h; inhibition, % at 5.6 µM; actives 0.91% (n = 290,000);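 active means inhibition above the screen-wide mean plus 3 SD, computed separately per campaign, cut at about 16% in these data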;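 further: 0% = DMSO wells and 100% = 60 µM geldanamycin wells; inhibitors lower the luminescence because luciferase stays unfolded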
# HSF1 inhib: HSF1 inhibition; NIH3T3-HGL HSE-luciferase, MG132-induced, luminescence 8 h; active compounds read low; activity change, negative = inhibition, % at 7.5 µM (by protocol); actives 0.77% (n = 300,000); AID 2098;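 active means more than half of replicate wells show activity change below -50%, luminescence cut by over half; inconclusive means some wells, but at most half, below -50%; inactive means no replicate well below -50%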;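 further: luciferase reports HSF-1 transcriptional activity via heat shock element; 0% = median of DMSO wells and -100% = zero luminescence signal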
# KLF5 inh: inhibitors of KLF5 expression | AID 1700 | DLD-1 KLF5 promoter-luciferase reporter, luminescence | actives 0.23% (n = 290,000) | inhibition, % at 5 µM;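 active means inhibition above a per-plate limit of that plate's mean compound inhibition plus 3 SD, cut at about 60% in these data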;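 further: 0% = DMSO wells and 100% = LY294002 at 200 µM; higher means less KLF5 promoter-driven luciferase light; inactives centre near -14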
# * = called active by the depositor; ? = inconclusive; . = no result given.
SMILES,HSF1 activator,IEC-6 cytotox,SKKanGAS inh,aSyn 5UTR inh,HIF act,AI-2 QS mod,Platelet DG rel,HSP90 refold inh,HSF1 inhib,KLF5 inh
CCCS(=O)(=O)N1CCN(C(=O)COc2ccc(-c3ccccc3)cc2)CC1,6,6,-10,10,-0.2,15,4,1,4,20
CCN1CCN(C(=O)c2ccc(C)c(S(=O)(=O)Nc3cccc(C)c3)c2)CC1,-3,2,7,-14,0.1,19,-5,-5,-9,-38
Cc1cc(NC(=O)CSCC(=O)OCC(=O)Nc2cc(C)c(C)cc2[N+](=O)[O-])no1,-2,.,-5,-21,-0.2,20,3,.,-10,.
Cc1ccc(NC(NC(=O)c2cccnc2)C(Cl)(Cl)Cl)cc1 (centres undefined),26,-5,-3,-16,-0.2,8,6,-6,-1,11
CCOC(=O)c1ccc(N=C2SC(C(=O)NC)CC(=O)N2Cc2ccc(F)cc2)cc1 (centres undefined),-2,1,0,27,0.2,36,9,-1,6,-15
CC1(C)CC(=O)C(C=NCCC2=CCCCC2)=C(O)C1,1,0,-6,15,-0.2,-57,12,-2,1,-2
CCCc1cc(N2CCN(c3ccccn3)CC2)n2nc(C)c(-c3ccccc3)c2n1,-8,0,3,-15,-1.0,1,-3,4,1,-9
N#Cc1ccc(COC(=O)c2cc(=O)c3ccccc3o2)cc1,27,-3,.,5,-0.4,42,-2,0,-4,-10
COc1ccc(CCNC(=O)C2CCCN2C(=O)Nc2cccc(C(C)=O)c2)cc1OC (centres undefined),9,0,-7,10,-0.1,.,-4,-4,3,-19
C=CCOc1ccccc1/C=N/NC(=O)Cc1ccccc1,29,-10,-1,-5,-1.2,14,12,-1,1,-3
O=C(NC(C(=O)N/N=C/c1cccnc1)c1n[nH]c(=O)c2ccccc12)c1ccccc1 (centres undefined),-3,3,-4,6,-0.7,17,1,14,5,5
CN(CC(=O)Nc1ccccc1Cl)C(=O)COC(=O)c1nc(Cl)ccc1Cl,2,.,1,4,0.0,31,-2,.,-7,.
O=[N+]([O-])c1cccnc1-n1cnc2ccccc21,1,-6,-5,27,0.0,4,7,-1,-10,8
Clc1ccc(-c2n[nH]c3c2CCC3)cc1Cl,5,1,88*,-26,-2.0,35,.,0,-3,-39
CC(C)(C)N/N=C1\CC(c2ccccc2)Oc2ccccc21 (centres undefined),16,-2,73*,-10,-0.2,4,5,1,-2,6
CC(C)CN(c1ccccc1)S(=O)(=O)c1nnc(NC(=O)C(C)C)s1,31,-10,2,-3,-6.7,15,12,5,2,-114
Cc1c(C(=O)NC2CCCc3ccccc32)cccc1[N+](=O)[O-] (centres undefined),-7,-5,-1,11,-0.4,21,2,-4,-1,-9
O=C(CSc1nnc(-c2ccccc2)c(-c2ccccc2)n1)NC1CCS(=O)(=O)C1 (centres undefined),8,0,-1,22,-1.1,26,15,-1,-3,-7
COc1ccc(NC(=O)Nc2ccc3c(c2)N(C)C(=O)CS3)cc1Cl,9,2,18,25,0.1,10,-7,3,9,-38
COc1cc(Cl)ccc1OCc1cc(C(=O)N(C)Cc2cn(C)nc2C)no1,8,4,-3,-4,-0.1,23,-2,-1,0,-27
COC(=O)c1c(-c2ccc(Br)cc2)noc1N,20,2,-4,-65,0.4,2,-3,4,12,-40
CC(C)OC(=O)CSc1nnc(C2CCCCC2)n1N,20,-3,3,15,1.8,17,-12,9,-5,-2
COc1cccc(/C=N/NC(=O)CCn2nnc3ccccc32)c1,-31,-8,1,-120,1.3,43,3,3,-31,-6
COc1ccc(C(=O)NCc2ccc(C(=O)O)o2)cc1,11,0,3,-9,-0.2,.,-6,3,-1,-14
Cc1ccccc1OCc1nnc2c3cnn(C)c3ncn12,35,-1,-2,-187,1.6,32,0,-1,22,-26
COc1cccc(N2C(=O)C3C(C2=O)C3(c2ccccc2)c2ccccc2)c1 (centres undefined),7,3,0,-37,0.9,28,-10,0,4,-28
COc1ccccc1CNC(=O)C1Cc2cc(S(=O)(=O)N3CCCCC3)ccc2N1C(C)=O (centres undefined),17,0,-7,20,-0.7,19,-3,0,2,-26
O=C(Nc1ccc(Oc2ccccc2)cc1)C1CCCO1 (centres undefined),23,3,1,-43,5.4,16,-1,-2,1,-98
Cc1sc2ncn(CC(=O)NCCN3CCOCC3)c(=O)c2c1S(=O)(=O)N1CCC(C)CC1,-9,-3,-1,10,0.0,5,-4,1,-4,-19
O=C(/C=C/c1ccc(F)cc1)NCc1ccco1,3,1,16,-75,0.9,?,4,-1,8,-30
Cc1c(NC(=O)OCCNC(=O)Nc2ccccc2)sc(=S)n1C,-2,10,-17,-17,0.3,21,-9,0,2,-21
NC(=O)[C@@H]1CCCCNc2c(F)cc([N+](=O)[O-])cc2C(=O)N[C@@H](CCCN=C(N)N)C(=O)NCC(=O)N1,-5,4,-3,7,-0.5,9,9,2,0,-7
NC(=O)C1CCN(CCS(=O)(=O)c2ccc(Cl)cc2)CC1,6,-9,1,-29,0.4,14,-2,-2,6,-9
Cc1[nH]c2ccccc2c1SCC(=O)O,-8,3,-2,29,0.0,2,8,-2,9,-3
Cc1nn(-c2cccc(Cl)c2)c2nc(C(F)(F)F)[nH]c(=O)c12,-7,-3,8,-13,-0.1,14,5,2,-6,-27
CSc1nnc(-c2cccn(Cc3cccc(Cl)c3)c2=O)o1,11,-6,15,-3,-0.3,21,2,1,6,0
CCN=C1SC(C(=O)Nc2cccc(C)c2)CC(=O)N1CC (centres undefined),-3,6,2,15,0.2,3,2,2,1,-22
CC(=O)Nc1ccc(C(=O)OCc2ccc(Cl)c(Cl)c2)cc1,57*,0,-18,-17,0.1,-85*,3,-3,22,-15
Cc1nnc(SCC(=O)NCc2ccc3c(c2)OCO3)n1C,-15,2,-2,9,-0.3,9,-1,5,-4,-25
CCCC(=O)Nc1sc(-c2ccccc2)c(-c2ccccc2)c1C(=O)O,-14,.,24,13,-0.5,34,0,.,-8,.
CCOC(=O)C1(CCOC)CCN(Cc2cc3ccccc3s2)CC1,-5,-2,0,8,-0.9,-8,-1,-1,-7,-9
CC(C)CC(=O)O/N=C1\C(=O)N(c2ccccc2)c2ccccc21,3,-3,-9,3,-0.8,12,5,-3,-5,-1
Cc1cc([N+](=O)[O-])cc(C)c1OCC(=O)N/N=C/c1ccc(OC(=O)c2ccccc2Br)cc1,24,-15,27,-5,-0.1,-8,-4,-2,14,-3
CCc1cc2c(Nc3ccccc3O)nc(C)nc2s1,-7,2,0,-3,1.3,13,3,2,6,-55
COc1ccc(N(C)S(=O)(=O)c2cccc(C(=O)NC3=NCCS3)c2)cc1,-15,-2,-1,-33,-0.2,25,-1,-4,1,-11
COC(=O)c1ccccc1NC(=O)Cn1cnc2ccc(S(=O)(=O)N3CCC(C)CC3)cc2c1=O,-6,-1,1,28,-0.1,16,1,-2,-6,4
COc1cc(C(=O)O[C@H]2CC(C)=CC[C@@]3(C)CC[C@@](O)(C(C)C)[C@H]23)ccc1O,-6,-7,14,16,-0.5,11,-4,2,4,7
COCCNC(=O)C(c1cccs1)N(Cc1ccccc1)C(=O)Cn1nnc2ccccc21 (centres undefined),15,-1,1,8,0.4,30,0,3,-5,-26
CCCOC(=O)c1c(N)sc(C(=O)OCC)c1C,-13,12,0,-59,0.7,12,-1,-1,2,-9
CCOc1ccc(C(C)=O)cc1NC(=O)/C=C\C(=O)O,12,4,-3,8,-0.2,22,-2,3,1,-39
CCOC(=O)COc1ccccc1/C=C\[N+](=O)[O-],-66,0,5,-9,-6.3,-90*,-6,-2,-61*,-27
CCN(CC)c1ccc(C2C(C(=O)Nc3ccccn3)=C(C)NC3=C2C(=O)CC(C)(C)C3)cc1 (centres undefined),17,6,7,5,-0.6,10,3,2,-10,0
CC(C)C(=O)N=c1sc2cccc(F)c2n1C,-8,0,0,3,0.7,14,-2,-1,-1,3
Cc1ccc(NC(=O)CCCC(=O)O)c(-c2nc3ccccc3[nH]c2=O)c1,-6,6,1,2,-0.7,12,-7,0,0,-2
C/C(=N/NS(=O)(=O)c1ccc(C)cc1)c1ccc(NC(=O)C(F)(F)F)cc1,32,-1,-1,-11,-2.3,7,-7,-2,6,2
COc1ccc(C(=O)NCCS(=O)(=O)N2CCN(Cc3ccccc3)CC2)cc1,-9,.,5,14,0.3,3,8,.,-10,.
CCCc1cc(C(=O)NNC(=S)Nc2cccc(C)c2)cs1,9,-2,-1,-101,0.2,1,-9,1,24,-55

# Molecules above containing a thiophene ring, fused or not:
SMILES,HSF1 activator,IEC-6 cytotox,SKKanGAS inh,aSyn 5UTR inh,HIF act,AI-2 QS mod,Platelet DG rel,HSP90 refold inh,HSF1 inhib,KLF5 inh
Cc1sc2ncn(CC(=O)NCCN3CCOCC3)c(=O)c2c1S(=O)(=O)N1CCC(C)CC1,-9,-3,-1,10,0.0,5,-4,1,-4,-19
CCCC(=O)Nc1sc(-c2ccccc2)c(-c2ccccc2)c1C(=O)O,-14,.,24,13,-0.5,34,0,.,-8,.
CCOC(=O)C1(CCOC)CCN(Cc2cc3ccccc3s2)CC1,-5,-2,0,8,-0.9,-8,-1,-1,-7,-9
CCc1cc2c(Nc3ccccc3O)nc(C)nc2s1,-7,2,0,-3,1.3,13,3,2,6,-55
COCCNC(=O)C(c1cccs1)N(Cc1ccccc1)C(=O)Cn1nnc2ccccc21 (centres undefined),15,-1,1,8,0.4,30,0,3,-5,-26
CCCOC(=O)c1c(N)sc(C(=O)OCC)c1C,-13,12,0,-59,0.7,12,-1,-1,2,-9
CCCc1cc(C(=O)NNC(=S)Nc2cccc(C)c2)cs1,9,-2,-1,-101,0.2,1,-9,1,24,-55
